Screening results (PubChem)
IMP-1 inhibitor – IMP-1 metallo-beta-lactamase inhibitors, primary screen, biochemical, epi-absorbance readout, Pseudomonas aeruginosa enzyme. purified IMP-1, nitrocefin hydrolysis, epi-absorbance fluorescence. metallo-beta-lactamase IMP-1 (Pseudomonas aeruginosa). inhibition, % at 5.6 µM. hit rate 0.45% among 290,000;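 active = inhibition above the mean plus 3 SD of all compounds in the same screening run, cut at about 4.5% in these data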;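 note: 0% = IMP-1 with DMSO and 100% = DMSO wells lacking enzyme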
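Material – recombinant IMP-1 enzyme, purified · Amount – IMP-1 0.2 nM before substrate addition · Medium – HEPES buffer pH 7.1 with ZnSO4 and Brij 35 · Timing – 25 °C, 15 min preincubation, 25 min reaction · Measured by – plate fluorescence quenching by hydrolysis product, ex 480/em 530 nm · Read-out – percent enzyme inhibition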
IDE cell activ – human IDE activators in live cells, primary screen, fluorescence polarization, HEK cells, FAbeta-B substrate; Insulin-degrading enzyme (Homo sapiens), P14735; activation, % at 5.96 µM; FAbeta-B cleavage; 0% vehicle, 100% cell-free pure enzyme wells; hit rate 0.073% among 340,000;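 active = activation above the mean of all tested compounds plus 3 SD, set per screening campaign, cut at about 17% in these data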
IDE inh – human IDE inhibitors in live cells, primary screen, fluorescence polarization, HEK cells, FAbetaB substrate; AID 434962, 2010; inhibition, % at 5.59 µM; hit rate 0.41% among 320,000; FAbetaB cleavage;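 active = percent inhibition above the average of all tested compounds plus 3 SD, set per screening campaign, cut at about 16% in these data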;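 note: IDE supplied by intact live HEK cells; FP after avidin binding of uncleaved biotin substrate so inhibition keeps polarization high; 0% = DMSO wells and 100% = 60 µM reference IDE inhibitor Ii1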
UBC9 SUMO inh – inhibitors of in vitro SUMOylation cascade, primary screen, biochemical, HTRF, uHTS. SUMO-conjugating enzyme UBC9 (Homo sapiens), P63279. HTRF SUMOylation assay, SAE1/SAE2 + UBC9. inhibition, % at 35 µM. hit rate 0.36% among 290,000. AID 2006, 2009; in the data active = inhibition above about 50%, passing the limit was not always enough; note: strong numbers were not always called active
Target sequence (P63279 whole entry, looked up): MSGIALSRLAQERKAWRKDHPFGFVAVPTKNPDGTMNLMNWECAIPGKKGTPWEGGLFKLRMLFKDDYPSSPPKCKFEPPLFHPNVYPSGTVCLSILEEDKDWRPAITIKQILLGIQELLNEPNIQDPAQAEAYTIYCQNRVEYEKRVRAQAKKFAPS
VIM-2 inh – VIM-2 metallo-beta-lactamase inhibitors, primary screen, biochemical, epi-absorbance readout, Pseudomonas aeruginosa enzyme. purified VIM-2, nitrocefin hydrolysis, epi-absorbance fluorescence. inhibition, % at 5.6 µM. hit rate 0.89% among 290,000;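 active = inhibition above the mean of all tested compounds plus 3 SD, cutoff set per screening run, cut at about 7.5% in these data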;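 note: red hydrolysis product quenches plate fluorescence so inhibitors raise well fluorescence; 0% = enzyme with DMSO and 100% = DMSO without enzyme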
DNA FID counter – compounds displacing fluorescent DNA intercalator, primary screen, artefact control for HCV NS3 helicase inhibitor project, biochemical, FID fluorescence | DNA fluorescent intercalator displacement | inhibition, % at 7.9 µM | hit rate 0.17% among 290,000; in the data active = inhibition above about 37%;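 note: 0% = vehicle and 100% = reference compound; higher means more ethidium bromide displaced from hairpin DNA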
p-CIP stab down – p/CIP-EGFP fusion destabilizers, primary screen, fluorescence, F442A cells; decrease of EGFP signal, % at 10 µM; hit rate 0.01% among 290,000; 16 h; Q05BA5;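 active = EGFP signal decrease of at least 30% at 10 µM or well 3 SD below plate mean, unless failing retest; inactive = the rest, including hits failing retest or dose response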; note: some compounds called inactive have numbers as strong as hits; many of its hits are not listed in these tables
NS3 helicase inh – inhibitors of HCV NS3 helicase, primary screen, biochemical, Cy5 molecular beacon fluorescence; Hepatitis C virus NS3 helicase; NS3 helicase DNA unwinding; inhibition, % at 10.9 µM; hit rate 0.56% among 290,000; AID 1800, 2009;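 active = inhibition above the mean of all tested compounds plus 3 SD, set per campaign, cut at about 35% in these data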;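 note: 0% = DMSO wells and 100% = thioflavine S control wells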
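Compound dosing – single dose, 10.9 µM nominal final, DMSO 0.8% final · System – NS3 helicase fragment of HCV · Buffer or medium – MOPS pH 6.5, MgCl2, DTT, Tween20, BSA · Signal – Cy5 beacon fluorescence read at start and 1 h · Also added – annealed dual-labelled DNA beacon duplex, ATP-started · Schedule – 1 h at 25 °C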
M18AAP inhibitor – PfM18AAP inhibitors, malaria aminopeptidase, primary screen, biochemical, QFRET, recombinant enzyme. M18 aspartyl aminopeptidase (Plasmodium falciparum 3D7). H-Glu-NHMec fluorogenic cleavage. inhibition, % at 7.35 µM. hit rate 1.2% among 290,000;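 active = inhibition above the campaign mean inhibition over all tested compounds plus 3 SD, cut at about 28% in these data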;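 note: 0% = plate median of test compound wells and 100% = 2 mM ZnCl2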
The depositor's hits bear a star; . = no result given.

canonical_smiles,p-CIP stab down,NS3 helicase inh,VIM-2 inh,IDE cell activ,UBC9 SUMO inh,IMP-1 inhibitor,IDE inh,DNA FID counter,M18AAP inhibitor
CCCOc1ccc(C2C(C(=O)/C=C/c3ccco3)=C(O)C(=O)N2CCN2CCOCC2)cc1OC (stereo unspecified),-3,21,-2.2,-5,6,-2.3,-8,-37,33*
O=C(Nc1cccc(F)c1)NC1(C(=O)N2CCOCC2)CCCCC1,-13,-3,0.7,0,8,-2.5,-3,7,0
CC1(C(=O)NCCc2c[nH]c3ccccc23)C=CC2(CCCCC2)N1C(=O)c1ccccc1 (stereo unspecified),-3,33,-0.6,0,0,-3.3,5,-39,-7
CN(Cc1cccc2ccccc12)C(=O)c1cc(COc2c(F)cccc2F)on1,-10,0,-0.6,7,7,-1.0,3,-15,-6
O=C(CCn1cccc1)Nc1ccc(F)cc1,-7,-4,-4.6,7,17,-3.4,0,-1,-10
CCOC(=O)c1cc(S(=O)(=O)NCc2ccco2)cn1C,-6,-3,-1.7,6,3,-2.3,-2,-4,0
O=C(O)C1=C[C@@H](c2ccc(Br)cc2)C[C@@H](OCc2ccc(CO)cc2)O1,1,15,-0.1,8,2,-2.2,4,-41,4
O=C(CSc1nc2ncc(Br)cc2[nH]1)Nc1ccc2c(c1)OCO2,-1,-2,-1.1,-1,18,-0.1,-4,1,-4
CCCCC1C(=O)CC[C@H]2[C@@H]1CC(=O)[C@@H]2C/C=C\CCCC(=O)O (stereo partly specified),9,14,-0.9,-3,2,-0.8,-3,-36,1
Cc1cccc(Cl)c1NC(=S)N1CCN(c2ccc([N+](=O)[O-])cn2)CC1,0,7,0.2,3,1,-3.7,7,9,-3
CC(CCCC(C)(C)O)NCc1cn[nH]c1-c1ccc2c(c1)OCO2 (stereo unspecified),4,-8,0.7,5,6,-1.2,-8,2,-16
Cc1ccc2occ(C3NC(C(=O)O)CS3)c(=O)c2c1 (stereo unspecified),8,2,1.2,3,12,0.7,3,-3,31*

Profiles from above. Values in the order: p-CIP stab down	NS3 helicase inh	VIM-2 inh	IDE cell activ	UBC9 SUMO inh	IMP-1 inhibitor	IDE inh	DNA FID counter	M18AAP inhibitor
`O=C(CSc1nc2ncc(Br)cc2[nH]1)Nc1ccc2c(c1)OCO2` across the screens: -1	-2	-1.1	-1	18	-0.1	-4	1	-4
`CCCOc1ccc(C2C(C(=O)/C=C/c3ccco3)=C(O)C(=O)N2CCN2CCOCC2)cc1OC` (stereo unspecified) across the screens: -3	21	-2.2	-5	6	-2.3	-8	-37	33*

Other compounds.
canonical_smiles,p-CIP stab down,NS3 helicase inh,VIM-2 inh,IDE cell activ,UBC9 SUMO inh,IMP-1 inhibitor,IDE inh,DNA FID counter,M18AAP inhibitor
CC(C)C(=O)NCCSc1c[nH]c2ccccc12,-18,4,-3.4,-1,-3,-5.5,3,-2,6
CCOC(=O)CC(=O)Nc1nc2ccccc2s1,-18,-12,-1.9,5,7,-3.8,6,-14,-9
Cc1cc([N+](=O)[O-])nn1CC(=O)N1N=C(C(F)F)CC1(O)C(F)F (stereo unspecified),5,9,-4.3,-1,-4,-2.4,-2,-1,-2
O=C(NCCCO)C(=O)NCC1OCCCN1S(=O)(=O)c1cccs1 (stereo unspecified),12,5,-3.4,-2,6,-3.1,-3,-5,5
CCOC(=O)c1c(-c2ccccc2Cl)cn2ccccc12,-11,8,-2.4,2,-1,-2.9,10,-7,2
CCCCNCc1cc(Cl)c(OCCC)c(OCC)c1,0,-15,-3.0,-5,-2,-2.3,4,23,2
Cn1c(SCC(=O)N2CCCc3ccccc32)nnc1-c1c[nH]c2ccccc12,-5,-4,1.7,-2,8,-1.6,0,-25,1
O=C(O)C[C@@H](O)C(=O)O,-8,0,-3.4,1,13,-4.1,2,1,1
CCN(CC)c1ccc(NC(=O)CCCCCN2C(=O)c3ccccc3C2=O)cc1,0,3,-2.9,-1,-19,-3.5,1,-8,3
O=C(COC(=O)c1ccc(S(=O)(=O)N2CCCC2)cc1)NCc1ccc(F)cc1,1,-7,-0.6,5,-4,-1.5,7,-4,0
CCSCC1COC(c2cccn2Cc2ccc(C)cc2)=N1 (stereo unspecified),9,-16,-5.1,-1,-33,-6.2,0,0,-23
CCOC(=O)Cc1csc(NC(=O)c2ccc(F)cc2)n1,6,-11,-2.6,0,4,-1.6,0,-9,0
CC(C)c1ccc(/C=N/NC(=O)CCNC(=O)c2ccccc2)cc1,-4,1,-4.8,3,-11,-2.8,4,-30,4
CCCOC(=O)Nc1sc2c(c1C(=O)OCC)CCC2,2,2,-0.9,3,-14,-0.8,-1,-2,-1
CC(C)(C)c1cc(C(c2cccnc2)N2CCN(CCO)CC2)cc(C(C)(C)C)c1O (stereo unspecified),0,-8,-5.5,-19,21,-3.3,6,-23,2
CCOC(=O)C1=C(C)NC(=S)NC1c1ccsc1 (stereo unspecified),2,9,-1.4,-4,22,-3.3,2,-3,4
CC(OC(=O)CCc1nc(=O)c2ccccc2n1C)C(=O)NCc1ccc2c(c1)OCO2 (stereo unspecified),-7,-12,-2.6,2,7,-2.8,8,-6,1
CC1=CC(c2ccc(Cl)cc2)n2nc(NS(=O)(=O)c3ccc(C)cc3)nc2N1 (stereo unspecified),8,16,-2.5,2,48,0.2,2,-40,-4
NNC(=O)c1ccc(CSc2cccc3cccnc23)cc1,7,7,-2.3,2,26,-3.6,3,-13,3
O=C1C2ON(c3ccccc3)C(c3cccnc3)C2C(=O)N1c1ccccc1 (stereo unspecified),0,2,-0.4,2,-7,-2.5,-1,-6,2
COc1cccc2cc(C(=O)NCc3ccc(C)cc3)c(=O)oc12,-9,-7,-1.5,0,-12,-3.3,1,-10,-1
FC(F)(F)c1nnc2ccc(Sc3ccccn3)nn12,-11,7,-3.9,9,18,-2.6,0,5,4
CCOc1ccc(-c2csc(/C(C#N)=C\c3ccc(O)c([N+](=O)[O-])c3)n2)cc1,-12,20,-3.8,-5,40,-0.6,1,-2,-2
CC1CCc2nc(N)c(C#N)c(-c3cccn3C)c2C1 (stereo unspecified),-4,3,-3.8,3,10,-2.1,2,-11,3
CCOC(=O)C(Cc1ccccc1)C(=O)Nc1ccc(N(CC)CC)cc1 (stereo unspecified),-2,-7,-2.8,2,-4,-4.7,-2,-4,4
COc1ccc(/C=N\NC(=O)c2sc(N)nc2C)cc1OC,-14,-2,-6.3,3,-6,-0.9,3,-6,-1
COc1ccc(N2CCN(C(=O)c3cc(=O)c4cc(C)c(C)cc4o3)CC2)cc1,0,-10,-2.2,-1,8,-2.6,0,-34,7
O=C(NCCc1ccccc1)C1CCC(CNS(=O)(=O)c2ccccc2)CC1 (stereo unspecified),6,-12,-0.4,4,1,0.5,5,-44,-3
O=C1CN(c2ccccc2)C(=S)N1c1ccccc1,-7,2,-1.8,0,6,-0.8,-2,-2,1
O=C1CCN(S(=O)(=O)c2ccc(Cl)cc2)CC1,2,-1,-2.8,3,9,-3.6,9,-8,1
COc1ccc(/C=C/CN2CCCC(C(=O)c3cc(F)ccc3F)C2)cc1 (stereo unspecified),-5,-9,-0.7,0,-6,-0.5,-2,4,-1
N#C/C(C(=O)Oc1ccccc1)=C1\C=CC=CN1,9,-6,-3.4,5,1,-4.4,-1,-4,6
Cc1onc(C(=O)N2CCN(Cc3ccccc3)CC2)c1[N+](=O)[O-],-8,3,-0.6,7,18,-0.8,4,-2,-5
COc1ccc(NC2=CC(=O)CC(C)(C)C2)cc1,-7,5,-1.7,-3,29,-2.5,-1,-7,-7
Cc1c(Br)c(C(=O)NCc2cc3cc(Cl)ccc3[nH]2)nn1C,-12,-13,-2.0,2,2,-0.2,6,-7,-2
NC(=O)C1CCN(C(=O)CCc2ccsc2)CC1,-1,12,-0.6,7,0,-1.3,7,-4,2
O=C(CSCc1ccc(F)cc1)NCc1ccc2c(c1)OCO2,-14,3,-0.3,-3,9,-3.0,0,-6,-5
CCN1CCN(c2cc(C)c3cc(NC(=S)NCCCN4CCc5ccccc5C4)ccc3n2)CC1,-4,-73,2.0,4,15,-1.1,0,32,4
CCOC(=O)c1ccc(S(=O)(=O)N2CCNCC2)cc1,-1,-2,0.1,4,12,-2.1,0,-3,7
Cc1cc(NS(=O)(=O)c2ccc(NC(=O)C(C)Oc3cccc(C)c3C)cc2)nc(C)n1 (stereo unspecified),3,4,-2.2,5,15,-2.0,0,-31,2
CCc1cc(C(=O)NNC(=S)NCC2CCCO2)cs1 (stereo unspecified),-18,-4,-3.5,6,9,-1.9,-3,-2,8
CCc1ccccc1NC(=O)c1cc2sccc2n1C,4,-1,0.2,3,2,-4.0,3,-10,3
CCOC(=O)N1[C@@H]2C=C(C)[C@@H]2[C@@H]2[C@@H](C)C(=O)N21,4,-3,0.7,-1,-2,-0.1,-2,0,3
CN(C)CCCOc1ccc(C(C)(C)c2ccccc2)cc1,-10,-26,-2.3,3,-5,0.3,6,25,13
O=C1c2ccccc2C(=O)N1OCCOCCOCCON1C(=O)c2ccccc2C1=O,3,-20,-4.1,-1,-15,-2.3,-5,-5,0
CCOC(=O)c1cnc(-n2cc(C)cn2)nc1Nc1ccccc1OCC,-5,-2,-3.8,2,-19,-2.0,3,0,9
COc1cc(C(=O)N2CCN(S(=O)(=O)c3cccs3)CC2)cc(OC)c1C,-2,-6,-2.4,6,14,-0.3,4,-21,1
Cc1cccc(NC(=O)CSc2c3c(nc4ccccc24)CCC3)n1,20,-8,2.3,-3,4,-1.0,4,-19,-1
COc1ccc(NC(=O)NCCc2cccc(Cl)c2)cc1OC,1,3,-3.1,4,22,-2.2,-2,-12,-4
Cc1occc1C(=O)Nc1nnc(-c2cccs2)s1,-16,3,-3.9,1,23,-2.7,-3,-5,1
CCCCCCN1C=CC=C/C1=C/C=C(C#N)C#N,-22,-9,-1.9,-39,8,-3.7,29*,2,7
Cc1ccc(C(=O)N/C(=C\c2ccc(F)cc2)C(=O)NCCCn2ccnc2)cc1,14,-2,-4.5,2,13,-2.1,5,-1,2
CN1C(=O)/C(=C/c2cn(CC(=O)N3CCCCC3)c3ccccc23)c2ccccc21,-23,8,-0.3,.,-3,1.2,5,-19,3
Cc1csc(CN(C)C(=O)C2CCC(=O)N(CCN(C)C)C2)n1 (stereo unspecified),-5,16,-3.9,1,-8,-1.6,7,-4,1
CS(=O)(=O)Nc1cccc2cccnc12,-5,9,-2.6,-1,-76,-1.7,-7,2,-4
